Assay outcomes (PubChem)
Pf apPOL block: Pf-apPOL DNA polymerase inhibition; Recombinant Pf-apPOL, molecular beacon fluorescence, 1.5 h; inhibition, % at 10 µM; 210,000 tested, 0.25% active
mHTT-CaM PPI inh: mHTT-calmodulin interaction abrogation; P42858; 190,000 tested, 3.6% active; AID 1671202; inhibition, % at 15 µM; AlphaScreen His-mHTT/GST-CaM binding, luminescence;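 also: 0% = both proteins with DMSO and 100% = one protein alone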
Active calls of the source: *; x = not tested or not shown. Rule as the data show it: active = inhibition above about 50%; inactive = the rest.

molecule,Pf apPOL block,mHTT-CaM PPI inh
O=C(NCC(O)c1ccc(C(F)(F)F)cc1)C1(c2cccs2)CCCC1 (stereo unspecified),-5,-6
COc1ccc(NC(=O)c2ccccc2NC(=O)Nc2ccccc2C)cc1,-1,5
Cc1cccc(Oc2nccnc2N2CCC(C(=O)NCc3ccc(F)cc3F)CC2)c1,-6,4
COc1ccc(/C=C/C(=O)Nc2c3c(nn2-c2ccc(F)cc2)CSC3)cc1OC,-4,34
c1ccc2c(c1)NC(c1ccncc1)n1c-2nc2ccccc21 (stereo unspecified),10,-4
Cc1cc(C)c(S(=O)(=O)N2CCN(C)CC2)cc1C,-3,-6
Cc1ccc(/C=C2\N=C(c3ccc(C)cc3)OC2=O)cc1,5,4
COc1ccc(OC)c(NC(=O)CNC(=O)Cn2ccc3ccccc3c2=O)c1,0,3
Cc1cc(C)cc(C(=O)N2CC=C(C(=O)NC(C)C)CC2)c1,-3,15
O=C(Nc1nnc(SCC(=O)N2CCCC2)s1)c1ccc(Cl)cc1Cl,3,-5
COc1cccc(C2CC(c3ccc(Br)cc3)Nc3ncnn32)c1OC (stereo unspecified),-8,51*
O=C(c1ccc2ncsc2c1)N1CCCC(c2nnc(-c3ccccc3F)s2)C1 (stereo unspecified),-16,3
COc1ccc(C2CN(S(=O)(=O)c3cc(F)cc(F)c3)CCN2C)cc1 (stereo unspecified),-2,-1
COc1ccc(-c2nc3cccnc3n2C2CCN(C(=O)Cc3cccnc3)C2)cc1 (stereo unspecified),-2,6
CC(C)n1c(C2CCN(C(=O)CC3CCCCC3)C2)nc2ccncc21 (stereo unspecified),-10,3
COc1ccc(N=Cc2cc(Cl)cc([N+](=O)[O-])c2O)cc1OC,-5,29
COc1ccc(NC(=O)C2CCCN(c3nnc4ccccn34)C2)cc1C(F)(F)F (stereo unspecified),-4,35
O=C(Nc1ccc(Cl)cc1Cl)C1CC(=O)N(Cc2ccccc2)C1 (stereo unspecified),-1,8
Cc1ccnc(SCCn2c(N3CCCCC3)nc3c2c(=O)n(C)c(=O)n3C)n1,-3,0
CCOC(=O)c1sc(NC(=O)Cc2ccccc2)c(SC#N)c1C,0,-10
COc1ccc(Cl)cc1NC(=O)Cn1c2c(c(=O)n(C3CCCCC3)c1=O)CCC2,-4,-11
COc1cccc(C(=O)N2CCc3nc[nH]c3C2)c1,-2,-2
C=CCn1cnc2c(-c3cccc(Cl)c3)csc2c1=O,-2,-17
COc1ccc(/C=C(\C#N)c2nc3ccc(C)cc3[nH]2)cc1O,-10,24
CC(O)C12c3ccccc3C(c3ccccc31)C1C(=O)N(c3cccc(Br)c3)C(=O)C12 (stereo unspecified),-1,19
CN=C1S/C(=C/c2ccc(C)o2)C(=O)N1C,x,-4
CC(=O)Nc1ccc(S(=O)(=O)N2CCC(c3noc(-c4ccccc4)n3)CC2)cc1,-2,1
Clc1cc(-c2ccccn2)nc(-c2ccccn2)c1,x,76*
COc1cc(S(=O)(=O)N2CCN(c3ccc(C)c(C)c3)CC2)c(OC)cc1Br,1,59*
COc1ccc(OC)c(NC(=O)C2CCCN(C(=O)c3ccc(Cl)cc3)C2)c1 (stereo unspecified),-5,33
CCNC(=O)N(C)CC(=O)N1N=C(c2ccc(F)cc2)CC1c1ccccc1F (stereo unspecified),-4,27
CCC(Sc1nc(C)cc(C)n1)C(=O)Nc1ccc(S(N)(=O)=O)cc1 (stereo unspecified),-6,5
CC(O)CC#CCN1CCCCC1 (stereo unspecified),3,-7
O=C(O)C1CCCN(c2ccc(C(F)(F)F)cc2[N+](=O)[O-])C1 (stereo unspecified),-1,2
CCCCN1CC[C@H]2C=CC[C@@H](C(=O)Nc3ccccc3)[C@H]2C1=O,1,-2
CCN1C(=O)Cc2ccccc2C1C(=O)NCc1ccc(C)o1 (stereo unspecified),7,36
CC(C)C[C@H](NC(=O)C1OC1C(=O)O)C(=O)NCCCCN=C(N)N (stereo partly specified),-4,x
Cc1ccc(/C=C2\N=C(c3ccc(Cl)c([N+](=O)[O-])c3)OC2=O)o1,4,5
CCN1C(=O)C(C)(C)COc2ccc(NC(=O)C34CC5CC(CC(C5)C3)C4)cc21,-2,6
CC(O)CCc1nc2ccc([N+](=O)[O-])cc2[nH]1 (stereo unspecified),-8,-6
CN(C)c1cccc(C(=O)N2CC3CN(S(=O)(=O)c4ccccc4)CC(C2)O3)c1,-8,3
Cc1ccccc1NC(=O)c1c(F)cccc1Cl,4,-3
COc1ccc(-c2nc3ccc(Cl)cc3c(=O)o2)cc1[N+](=O)[O-],-1,2
COc1ccc(-n2nc(C(=O)NCC(=O)Nc3cc(C)ccc3OC)c3ccccc3c2=O)cc1,1,6
CC(C)c1nnc2n1CCN(C(=O)COc1ccc(Cl)cc1)C2,5,-3

Compound profiles, as listed above.
Record of Cc1cc(C)cc(C(=O)N2CC=C(C(=O)NC(C)C)CC2)c1 → Pf apPOL block = -3; mHTT-CaM PPI inh = 15
Record of COc1ccc(OC)c(NC(=O)CNC(=O)Cn2ccc3ccccc3c2=O)c1 → Pf apPOL block = 0; mHTT-CaM PPI inh = 3

Additional entries follow.
molecule,Pf apPOL block,mHTT-CaM PPI inh
O=C(NCCc1ccco1)C1CCN(c2nc3cccnc3s2)CC1,-1,-4
COc1cc(Cn2cc(CC(=O)NCC3CCCO3)c3ccccc32)cc(OC)c1 (stereo unspecified),-17,5
CCN1C(=O)C(=C2CCCC2)C(=O)N(CC)C1=O,13,7
Cc1cc(Br)ccc1NS(=O)(=O)c1ccc(F)cc1,-1,-19
COc1ccc(-c2coc3c(CN4CCN(CCO)CC4)c(O)ccc3c2=O)cc1,-12,-3
O=C(COc1ccc(F)c(F)c1)Nc1cnc(-c2cccnc2)nc1,-2,1
O=S(=O)(NCc1ccco1)c1ccc2[nH]c3c(c2c1)CCCCC3,-4,87*
Cc1nc(-c2cccc(NC(=O)C(c3ccccc3)n3cccc3)c2)cs1 (stereo unspecified),6,67*
COc1ccc(C2N(S(=O)(=O)c3ccccc3)CCN2S(=O)(=O)c2ccc(C)cc2)cc1 (stereo unspecified),10,-3
CC(NC(=O)C1CCC(=O)N1Cc1ccccc1Cl)c1ccc2c(c1)OCCO2 (stereo unspecified),-14,2
Cc1ccc2c(c1)C(=O)NC1(CCN(C(=O)NCCc3ccccc3)CC1)N2C,-3,-10
O=C(O)c1cc(Cl)ccc1-c1ccc(/C=C/c2cc(C(F)(F)F)[nH]c(=O)n2)o1,-1,13
COc1ccc(C2=NN(CCC(=O)NCc3ccccc3Cl)C(=O)CC2)cc1,-31,21
O=C(Nc1ccccc1)Nc1cccc(NC(=O)Nc2ccccc2)c1,0,-1
CCNC(=O)CC1Sc2ccc(C(F)(F)F)cc2NC1=O (stereo unspecified),-2,-4

Two of the compounds above, field by field:
Compound: O=C(Nc1ccccc1)Nc1cccc(NC(=O)Nc2ccccc2)c1
  Pf apPOL block = 0; mHTT-CaM PPI inh = -1
Compound: Cc1cc(Br)ccc1NS(=O)(=O)c1ccc(F)cc1
  Pf apPOL block = -1; mHTT-CaM PPI inh = -19

The list goes on.
molecule,Pf apPOL block,mHTT-CaM PPI inh
O=S1(=O)C2(Cl)CCC1(Cl)C(Cl)=C2Cl,-9,27
COc1ccc(-c2[nH]n(-c3nc4ccccc4s3)c(=O)c2C=NCC2CCCO2)cc1 (stereo unspecified),-2,45
NS(=O)(=O)c1ccc(CCNC(=O)c2cccs2)cc1,-14,0
CC(C)C(=O)NCc1csc(C2CCN(C(=O)c3ccccc3Cl)CC2)n1,-2,-8
COc1ccc(NCN2C(=O)S/C(=C\c3ccc(SC)cc3)C2=O)cc1,31,18
Cc1ccccc1COC1CCCN(C(=O)Nc2ccccc2)C1 (stereo unspecified),-2,-8
CC(=O)C[C@H]1c2cc(C(F)(F)F)ccc2S(=O)(=O)N1c1ccc(N(C)C)cc1,0,9
O=Cc1ccccc1OCc1c(F)cccc1Cl,2,-34
O=C(C1CCCN(Cc2cccnc2)C1)N1CCCCCC1 (stereo unspecified),-19,-3
COc1cc(N)ccc1NS(=O)(=O)c1ccc(C)cc1,0,11
COc1ccccc1CNC(=O)C(c1ccccc1)c1ccccc1,-1,-8
O=C(Nc1c(F)cccc1F)c1cnc2n(c1=O)CCS2,-1,5
N#Cc1cc2c(nc1SCc1ccccc1)CCCC2=O,-6,-12
COc1cccc(CC(=O)N2CCc3c(nc[nH]c3=O)C2)c1,2,-2
Cc1cccc(CCNS(=O)(=O)c2c(C)n[nH]c2C)c1,-7,-4

Of the compounds above, these contain a COOH group:
molecule,Pf apPOL block,mHTT-CaM PPI inh
O=C(O)C1CCCN(c2ccc(C(F)(F)F)cc2[N+](=O)[O-])C1 (stereo unspecified),-1,2
CC(C)C[C@H](NC(=O)C1OC1C(=O)O)C(=O)NCCCCN=C(N)N (stereo partly specified),-4,x
O=C(O)c1cc(Cl)ccc1-c1ccc(/C=C/c2cc(C(F)(F)F)[nH]c(=O)n2)o1,-1,13

The list goes on.
molecule,Pf apPOL block,mHTT-CaM PPI inh
CN(C)c1nc(-c2ccccc2)ns1,-2,x
COc1ccc(N=c2oc3c(C)ncc(CO)c3cc2C(=O)Nc2ccc(C)cc2)c(OC)c1,5,2
N#CC(=Cc1cccs1)c1ccccn1,-5,x
CCN1CCn2c(nc3cc(C(=O)NCc4ccc(F)c(Cl)c4)ccc32)C1=O,3,-5
O=C(NC1CCCCC1)c1cc(-c2cccnc2)nc2ccccc12,-10,14
Cc1ccc(C2=CC(c3cccs3)n3ncnc3N2)cc1 (stereo unspecified),-3,6
CC(C)(C)OC(=O)N[C@@H](Cc1ccccc1)[C@H](O)c1ccco1,-4,2
O=c1ccc(-n2cccn2)nn1CCNS(=O)(=O)C=Cc1ccccc1,-1,1
Cc1c(C(=O)N2CCc3ccccc3C2)oc2ccc(S(=O)(=O)N3CCOCC3)cc12,7,20
COC(CNC(=O)c1ccc2c(c1)nc(C)n2-c1ccc(F)cc1F)OC,4,0
C[N+](C)(C)CC=O,19,x
Cc1n[nH]c(C)c1S(=O)(=O)N1CCC(C(=O)N2CCCC(C)C2)CC1 (stereo unspecified),-4,-4
O=[N+]([O-])/C(C(Cl)=C(Cl)Cl)=C(/SCc1ccccc1)N1CCOCC1,1,6
CCN1CCN(c2ncc3c(n2)CCN(Cc2ccccc2Cl)C3)CC1,9,39
Cc1cc(C=C(C#N)S(C)(=O)=O)c(C)n1-c1ccc(C(F)(F)F)cc1,-5,x
CCOc1ccc2c(c1)OC(=Cc1ccc(OC)cc1)C2=O,-2,-4
CCOc1ccccc1NC(=O)CN(C)S(=O)(=O)c1ccc(Br)cc1,-3,-6
COc1ccc(N=Cc2c(O)n(-c3ccccc3OC)c(=O)c3ccccc23)c(OC)c1,4,-4
O=S(=O)(Cc1ccccc1Cl)NCC(O)c1cccc2ccccc12 (stereo unspecified),-8,-4
O=C(C1CCN(c2cncnc2N2CCOCC2)CC1)N1CCC(N2CCCCC2)CC1,1,1
COc1cccc(/C=C2\N=C(c3cccc(Cl)c3Cl)OC2=O)c1,9,1
CC1(C)OC(c2ccc(Cl)cc2Cl)Nc2ccccc21 (stereo unspecified),0,-20
O=S(=O)(Nc1ccc(Cc2ccncc2)cc1)c1ccc(Br)cc1,-2,-2
Cc1cc(C)n(CCc2ccccc2)n1,-8,-5
O=C(CSc1nnnn1-c1ccc(O)cc1)c1ccc2c(c1)OCO2,-5,x
Cc1nc(-c2ccc(C(N)=O)cc2)ncc1-c1nsc(Nc2ccccc2)n1,-7,x
O=C(Nc1cccc(C(F)(F)F)c1)c1cc2ccc(O)cc2oc1=O,-4,-69
COC(=O)c1cc(C)c(-c2ccc(-c3ccccc3F)cc2)s1,-8,x
COc1ccc(-c2c(C)c3ccc(O)c(CN4CCCC4)c3oc2=O)cc1OC,-6,2
CNC(=O)CC1=NC(C)(C)Cc2ccccc21,5,8
COc1ccc(S(=O)(=O)Nc2c(C)cccc2C)c2cccnc12,-5,1
NS(=O)(=O)c1ccc(CCNC(=O)Cn2c(=O)oc3cc(Cl)ccc32)cc1,-2,-1
Nc1ncnc(Oc2ccc3sc(=O)oc3c2)c1[N+](=O)[O-],-5,19
COc1ccc(OC)c(N2CCN(C(=O)c3cccc(C)c3)C(C)C2=O)c1 (stereo unspecified),-1,12
Cc1ccccc1NC(=O)N1CCCC1c1nc(-c2cccc(Cl)c2)no1 (stereo unspecified),-3,-7
COc1ccc(-c2cc3nc4c(c(=O)n3[nH]2)CN(C(=O)c2ccc(Cl)s2)CC4)cc1,0,3
Cc1ccc(-n2nc3ccc4nonc4c3n2)cc1,-16,2
Cc1ccnc(N2CCC(C(=O)NCc3cccc(Br)c3)CC2)n1,-26,-12
O=C(O)c1cc(-c2ccc(-c3c(-c4ccco4)noc3-c3ccccc3)cc2)nc2ccccc12,74*,69*
Cn1c(C2CCN(C(=O)c3cccc(F)c3)C2)nc2cccnc21 (stereo unspecified),0,-1
CC(=O)Nc1ccccc1/C=C/c1ccc2c(C)ccc(O)c2n1,-5,12

Only part of the results is shown, so the mix of outcomes need not match the whole.
